High-throughput results: PubChem BioAssay, several laboratories
hiPSC survival: enhancers of single-cell hiPSC survival, primary screen, ATPlite luminescence | 100% = ROCK inhibitor wells, 0% = DMSO | survival enhancement, % at 20 µM | 0.044% of 360,000 active | AID 602274, 2012; in the data active = survival enhancement above about 18%;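 note: cells exposed to compounds for 16 hours before the ATP read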
ABHD5-PLIN5 inh: ABHD5-PLIN5 interaction inhibitors, primary screen, cell lysate, split luciferase complementation, luminescence. inhibition, % at 4 µM. Split G. princeps luciferase complementation, 4 h. 0.78% of 360,000 active. Perilipin-5 (Homo sapiens) + 1-acylglycerol-3-phosphate O-acyltransferase ABHD5 (Homo …;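 active = inhibition above the mean inhibition across every tested compound plus 3 SD, cut at about 22% in these data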;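 note: 0% = DMSO only wells and the 100% control is not disclosed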
m5-HT2A agonist: mouse Htr2a agonists via beta-arrestin recruitment, primary screen, cell-based, luminescence. 5-hydroxytryptamine receptor 2A (Mus musculus), P35363. CHO-K1 mHTR2A beta-arrestin complementation; percent of 30 µM serotonin response. activation, % at 7.6 µM. 0.66% of 360,000 active. AID 624169, 2012;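 active = activation above a run cutoff, the mean activation of all tested compounds plus 3 SD, cut at about 14% in these data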;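 note: 0% = plate median of compound wells and 100% = 30 µM serotonin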
Target sequence (P35363 whole entry, looked up): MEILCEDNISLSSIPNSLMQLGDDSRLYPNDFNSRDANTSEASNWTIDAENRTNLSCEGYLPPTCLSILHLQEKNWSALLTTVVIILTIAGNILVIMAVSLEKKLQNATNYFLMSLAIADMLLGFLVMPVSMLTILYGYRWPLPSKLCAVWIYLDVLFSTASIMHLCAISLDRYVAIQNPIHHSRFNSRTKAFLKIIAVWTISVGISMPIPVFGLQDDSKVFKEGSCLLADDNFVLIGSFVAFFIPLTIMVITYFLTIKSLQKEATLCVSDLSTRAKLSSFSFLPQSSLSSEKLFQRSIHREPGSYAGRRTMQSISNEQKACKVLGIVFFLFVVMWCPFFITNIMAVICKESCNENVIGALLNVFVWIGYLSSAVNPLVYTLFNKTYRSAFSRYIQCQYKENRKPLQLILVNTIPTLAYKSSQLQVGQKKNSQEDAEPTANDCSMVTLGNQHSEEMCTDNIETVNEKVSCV
MC4R antagonist: MC4R antagonists of cAMP signaling, primary screen, cell-based, TR-FRET, antagonist arm of biased-ligand search; Melanocortin receptor 4 (Homo sapiens), P32245; MC4R-expressing cells, MTII-stimulated cAMP, LANCE TR-FRET; inhibition, % at 6.5 µM; 0.48% of 360,000 active;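 active = inhibition above its plate's cutoff, the mean of tested wells on that plate plus 3 SD, cut at about 29% in these data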;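 note: 0% = Melanotan II alone and 100% = Melanotan II plus saturating MCL0020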
Target sequence (P32245 whole entry, looked up): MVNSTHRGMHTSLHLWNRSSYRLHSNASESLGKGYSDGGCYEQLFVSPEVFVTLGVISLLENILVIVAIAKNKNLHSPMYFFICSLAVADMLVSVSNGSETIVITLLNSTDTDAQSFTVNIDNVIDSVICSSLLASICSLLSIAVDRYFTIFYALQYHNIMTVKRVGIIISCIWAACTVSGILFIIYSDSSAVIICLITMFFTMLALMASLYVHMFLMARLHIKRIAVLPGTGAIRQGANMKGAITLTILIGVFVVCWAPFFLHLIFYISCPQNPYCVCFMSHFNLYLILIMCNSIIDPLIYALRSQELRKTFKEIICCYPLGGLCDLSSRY
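System: U2OS-MC4R stable cell line; Technique: Eu-cAMP/anti-cAMP TR-FRET, emission 671 nm; Repeats: single well per compound; Also added: Melanotan II; Dosing: one concentration, 6.5 µM nominal; Schedule: 30-min compound, 1-h challenge, 1-h detection, room temperature.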
Granule exo inh: LAMP-1 surface exposure blockers, TALL-104 cells – cell-based, flow cytometry, MLPCN library, primary screen. 0.66% of 360,000 active. TALL-104 LAMP-1 surface exposure; cells stimulated with thapsigargin and PMA. AID 651702, 2012. inhibition, % at 10 µM;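 active = inhibition above about 55%, limit read from the data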
MC4R ag barr: MC4R agonists recruiting beta-arrestin, primary screen, cell-based, luminescence, agonist arm of biased-ligand search | Melanocortin receptor 4 (Homo sapiens), P32245 | U2OS MC4R beta-arrestin complementation; percent of melanotan II response, DMSO zero | activation, % at 8.9 µM | 0.98% of 360,000 active | AID 540308, 2011;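 active = activation above a per-plate cutoff, the mean activation of sample wells on that plate plus 3 SD, cut at about 8% in these data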
aDG glyco act: activators of alpha-DG glycosylation, primary screen, uHTS, Pro5-aDG cells, AlphaScreen. alpha-DG glycosylation AlphaScreen (IIH6); 0% Pro5, 100% B10-LARGE cell signal. activation, % at 10 µM. 0.22% of 360,000 active. AID 624168, 2012;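 active = activation of at least 8% versus controls, or a plate z-score of at least 8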;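 note: Pro5 are CHO cells carrying HIG-tagged alpha-DG that lacks glycosylation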
ABCB6 inh 2: ABCB6 transporter inhibitors, primary screen, K562-ABCB6 cells, flow cytometry, MLPCN library; ATP-binding cassette sub-family B member 6 (Homo sapiens), Q9NP58; 0.19% of 360,000 active; fluorescence ratio to DMSO, % at 10 µM; K562-ABCB6 porphyrin accumulation, 1 h; hits give low values;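 active = fluorescence ratio to DMSO below 75%, the collection mean minus 3 SD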;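 note: signal is porphyrin accumulated inside mitochondria; 100% equals median channel fluorescence of DMSO control wells; lower ratio means ABCB6 inhibition with less porphyrin fluorescence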
Cardio protect: cardioprotection against H2O2-induced cell death, primary screen, uHTS, H9c2 cells, ATPLite luminescence; 0.63% of 360,000 active; protection from H2O2 cell death, % at 20 µM; H9c2 cardiomyocytes, H2O2 injury protection, 2 h;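 active = compounds giving at least 50% protection of heart cells from peroxide-induced death in the single-dose screen, raw or plate-pattern-corrected value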;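 note: 0% = DMSO wells with peroxide and 100% = DMSO wells without peroxide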
Glyco luc inh: increase of ERlucT glycosylation luciferase signal, primary screen, N-linked glycosylation inhibitor project, D54 ERlucT cells, luminescence, set 2. 0.23% of 360,000 active. reporter increase, % at 12.5 µM. D54 ERlucT glycosylation luciferase reporter, 24 h; percent of 100 nM tunicamycin response;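 active = mean luciferase reporter signal, scaled so untreated is 0 and the glycosylation-blocking control 100, at or above a set limit in every replicate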;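 note: luciferase carries N-glycosylation sites so blocking glycosylation raises the light; 0% = median of neutral control wells and 100% = median of 100 nM tunicamycin wells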
The depositor's hits bear a star; / = not tested or not shown.

SMILES	hiPSC survival	ABHD5-PLIN5 inh	m5-HT2A agonist	MC4R antagonist	Granule exo inh	MC4R ag barr	aDG glyco act	ABCB6 inh 2	Cardio protect	Glyco luc inh
O=C(Nc1ccccc1N1CCOCC1)C1CCN(S(=O)(=O)c2ccc(Cl)cc2)CC1	-0.2	3	2	5	2	0.7	1.2	100	4	1
Cc1cc(=O)n(C)c(=O)n1CC(=O)N1CCCCCC1	-0.1	2	0	3	-1	-1.9	-0.3	92	-1	3
S=c1[nH]nc(CSCCOc2ccc(Cl)cc2Cl)o1	-0.7	-9	-2	10	10	0.2	-0.1	102	1	-1
COc1ccc(C)cc1NC(=O)CCN1CC(C)OC(C)C1 (stereo not drawn)	1.5	4	4	8	-4	0.1	0.3	102	1	2
O=C(CCN1CCCCCC1)Nc1ccccc1F	3.4	-4	1	9	-1	3.1	0.1	94	4	2
COc1ccc(C(CC(=O)Nc2ccc(C)cn2)N2Cc3ccccc3C2=O)cc1 (stereo not drawn)	-0.2	1	8	5	3	-0.2	-0.2	92	5	-1
Cc1nc2cc(C(F)(F)F)ccc2n1CCNc1nc(-c2ccc(F)cc2)cs1	5.0	-8	0	3	0	-2.3	0.2	98	3	2
COc1ccccc1C(=O)C1CCCN(C(=O)C2=CC(=O)CC(C)(C)O2)C1 (stereo not drawn)	-0.4	4	0	14	18	-3.6	-0.3	96	2	-2
COC(=O)c1c(NC(=O)CSc2ncnc3c2cnn3-c2ccccc2Cl)sc2c1CCCC2	-2.4	1	4	1	7	-2.2	0.2	93	-11	-6
C/C(=N\NC(=S)Nc1cc(S(=O)(=O)N2CCOCC2)ccc1Cl)c1ccccc1F	5.3	-7	-4	-3	-3	0.1	0.2	103	15	-4
CCOC(=O)C1(Cc2cccc(OC)c2)CCCN(S(=O)(=O)c2cccnc2)C1 (stereo not drawn)	1.2	1	3	0	7	-0.5	0.2	98	4	0
FC(F)(F)c1cc(Cl)c2nnc(C(F)(F)Cl)n2c1	1.7	-7	-2	4	1	1.3	-0.1	96	2	1
Cc1cccc(CCNC(=O)C2CCCN(c3ncnc4c3nc3n4CCCCC3)C2)c1 (stereo not drawn)	-0.3	-10	-6	0	4	-2.6	0.2	99	2	0
O=C(CCc1ccccc1)Nc1nc2nc(-c3ccccc3)cc(=O)n2[nH]1	-4.1	5	1	5	1	-0.8	0.1	94	-12	1
NC(=O)c1ccc(CSc2nc3ccccc3s2)cc1	0.5	20	0	2	0	-0.1	1.0	102	-6	-2
O=C(NCCc1ccccc1)C1CCC(=O)N(Cc2cccc(C(F)(F)F)c2)C1 (stereo not drawn)	0.0	-6	-2	6	-2	-1.0	-0.2	97	2	4
COCCNC(=O)c1cc2c(c(-c3cccc(-c4cccc(OC)c4)c3)n1)[C@H](CCO)N(S(=O)C(C)(C)C)C2 (stereo partly drawn)	7.4	0	-2	/	1	/	-0.1	110	5	3
Clc1ccccc1CSc1nnc(-c2ccncc2)o1	6.8	-2	-8	4	-3	-1.2	-0.1	99	0	-2
Nc1c(-c2ccccc2)cnn1-c1cccc(Cl)c1	-0.8	-8	6	-1	4	3.0	0.1	94	-15	-6
COCc1nnc(NC(=O)c2ccc(S(=O)(=O)N3CCOCC3)cc2)o1	-0.3	-6	-1	18	-1	-5.3	0.0	100	0	-1
O=C(CN(CCc1ccccc1)C(=O)c1csnn1)NCc1ccc(F)cc1	0.2	0	0	2	10	-1.2	0.0	97	-4	0
Cc1cc(NC(=O)COn2nnc3ccc(S(C)(=O)=O)cc32)ccc1Br	0.5	10	-10	-2	-2	2.0	0.1	92	-17	7
Nc1nc(-c2ccc(Br)cc2)c(S(=O)(=O)c2ccccc2)s1	0.1	3	-7	9	3	0.0	-0.2	97	-3	0
CCOC(=O)C1CCCN(c2c(NCCN(CC)c3ccccc3)c(=O)c2=O)C1 (stereo not drawn)	-1.0	3	0	-1	-4	-0.9	0.1	95	8	2
CCNC(=O)C1(C)CCN(C(=O)c2cccnc2SC)C1 (stereo not drawn)	4.3	0	8	4	-1	0.5	1.3	91	1	2
Cc1cc(C)c(C)c(S(=O)(=O)Nc2ccccc2N2CCOCC2)c1C	0.5	-2	-7	0	-1	0.7	-0.1	84	-12	-5
Cn1c(=O)n(C)c2cc(S(=O)(=O)NCCO)ccc21	-0.3	2	2	3	-1	-0.8	-0.2	103	0	2
COc1ccc2cc(CN(CC3CCCO3)C(=S)Nc3ccccc3)c(=O)[nH]c2c1 (stereo not drawn)	-2.6	-5	2	-6	-1	0.6	-0.2	102	17	11
CCCn1c(SCC(=O)Nc2ccc3c(c2)OCCO3)nnc1-c1ccco1	-4.1	1	-4	13	-2	-1.3	0.2	100	2	0
Nc1nonc1-n1nnc(C(=O)N/N=C/c2cccnc2)c1-c1cccs1	0.0	-2	-1	11	-2	-4.0	-0.2	107	-4	4
COc1ccc(NC(=O)N(C)[C@H]2C[C@H]3c4[nH]c5ccccc5c4CCN3C[C@H]2[C@H](C)O)cc1	-0.5	3	0	-1	-1	0.1	-0.3	92	14	4
COc1ccc(OCc2nnc(SCC(=O)N3CCCCC3)o2)cc1	1.1	5	9	22	-10	0.0	0.2	98	-3	-1
CCOC(=O)C1(Cc2ccccc2C)CCCN(Cc2ccc(NC(C)=O)cc2)C1 (stereo not drawn)	2.3	-1	-4	11	-1	1.3	-0.4	100	26	0
COc1ccc(N2CCN(C(=O)CCC(=O)N3CC(C)Oc4ccc(C)cc43)CC2)cc1 (stereo not drawn)	-0.2	-3	-8	-1	-6	1.6	0.1	98	-2	0
COCCNC(=O)CN(C(=O)CCC(=O)Nc1ccccn1)c1cc(C)ccc1C	-0.6	-6	4	4	-1	-0.6	0.0	98	6	-1
O=C(Nc1ccncc1)c1ccc(N2CCCC2=O)cc1	-0.3	6	10	5	-1	0.6	-0.2	101	-8	1
CC(C)[C@H](NC(=O)OC(C)(C)C)C(=O)N/N=C/c1cccc2nccnc12	-1.7	3	5	4	2	-1.9	-0.2	102	5	1
COc1ccc(NC2=C(Cl)C(=O)N(CCc3ccccc3)C2=O)cc1	-2.6	-14	-5	-3	-1	3.0	0.5	99	-3	-5
COc1ccc(NC(C)=O)cc1C	0.4	-2	-1	6	-1	-1.0	-0.3	100	2	4
CCOC(=O)C1=C2c3ccc4ccccc4c3CC(C)(C)N2C(=O)C1=O	1.0	-4	-2	13	-3	3.8	0.4	101	5	-1
Cc1ccc(NC(=O)c2ccc(Cl)c(S(=O)(=O)N3CCCCCC3)c2)nc1	-0.3	1	1	6	0	-5.3	0.4	92	-4	-6
CS(=O)(=O)c1ccc(C(=O)Nc2nc(-c3ccco3)c(-c3ccco3)s2)cc1	-0.4	22*	8	2	16	-0.6	-0.4	96	-2	4
Oc1ccc(C[C@@H]2CNCCN2CCc2cccc3ccccc23)cc1	-4.2	7	-6	-3	8	0.9	3.6	99	4	-3
O=C(CCSCc1ccccc1Cl)N1CCN(c2ccccn2)CC1	-1.9	2	0	12	0	-3.5	-0.1	100	-1	2
CC(C)(C)NC(=O)CN(C(=O)CNC(=O)c1cccs1)c1ccccc1F	-0.6	5	16*	3	-4	0.0	-0.1	91	-2	0
CCOC(=O)N1C(=O)[C@](c2ccc(Cl)cc2)(C(C)C)N1C(=O)OCC	-2.7	-2	-1	-1	1	0.8	-0.3	101	-18	0
Cn1c(N)c(C(C[N+](=O)[O-])c2c(F)cccc2Cl)c(=O)n(C)c1=O (stereo not drawn)	0.3	6	0	1	-18	-2.5	1.1	96	1	-5
CC(NC(=O)NCc1cccnc1)(C(F)(F)F)C(F)(F)F	5.0	-3	4	-5	-5	3.5	0.0	107	1	-1
COc1cc(C=NCC2OCCc3ccccc32)cc(OC)c1 (stereo not drawn)	-1.9	-4	-1	-12	0	-2.3	0.1	103	5	-1
CCCn1c(N)[n+](CC(=O)c2ccco2)c2ccccc21	-1.5	4	-3	9	-1	-0.4	0.2	105	5	-3
Cc1c(-n2c(SCC(=O)O)nnc2-c2ccccc2Br)c(=O)n(-c2ccccc2)n1C	0.2	-3	2	-6	-2	1.6	0.0	95	-4	0
C#CCOC(=O)CCCN1C(=O)c2cccc3cccc(c23)C1=O	-1.1	6	0	2	-6	-0.3	-0.1	99	14	2
CCCC1(C(=O)O)NC(c2cccc(OC)c2O)C2C(=O)N(c3ccccc3)C(=O)C21 (stereo not drawn)	-0.4	3	-1	9	-2	1.5	-0.1	102	2	0
Oc1ccc(CN2CCN(Cc3ccccc3)CC2)c2cccnc12	0.5	6	-6	5	0	-2.1	-0.2	98	40	7
COc1ccc(CCNC(=O)CCS(=O)(=O)c2ccc(C)cc2)cc1OC	2.5	1	2	-2	-1	0.1	0.1	94	-5	-1
CCCc1c(-c2ccc(Cl)cc2)ncn1Cc1cccc(-c2ccccc2)c1	/	-5	-9	/	12	/	0.1	/	/	/
CC1=NNC(=O)/C1=C\c1cn(-c2ccccc2)nc1-c1cccs1	-0.2	37*	-1	47*	47	-2.2	-0.8	92	-29	-17
Cc1ccc2c(c1)sc(=NC(=O)C1CC1)n2C	-0.8	-4	0	6	-3	-1.1	0.1	92	-11	-2
CCCCCNCc1ccc(Br)cc1	-1.3	6	4	-10	4	1.6	0.2	94	7	-2
O=C(COc1ccc(Cl)cc1)NCCN1CCCCC1	-0.3	-5	-5	9	0	-1.7	0.7	99	3	0
CCNC(=O)C1=C(O)c2sccc2N(C)S1(=O)=O	-1.6	-4	-2	0	13	-2.2	-0.3	98	-1	2

Entries above that contain bromine:
SMILES	hiPSC survival	ABHD5-PLIN5 inh	m5-HT2A agonist	MC4R antagonist	Granule exo inh	MC4R ag barr	aDG glyco act	ABCB6 inh 2	Cardio protect	Glyco luc inh
Cc1cc(NC(=O)COn2nnc3ccc(S(C)(=O)=O)cc32)ccc1Br	0.5	10	-10	-2	-2	2.0	0.1	92	-17	7
Nc1nc(-c2ccc(Br)cc2)c(S(=O)(=O)c2ccccc2)s1	0.1	3	-7	9	3	0.0	-0.2	97	-3	0
Cc1c(-n2c(SCC(=O)O)nnc2-c2ccccc2Br)c(=O)n(-c2ccccc2)n1C	0.2	-3	2	-6	-2	1.6	0.0	95	-4	0
CCCCCNCc1ccc(Br)cc1	-1.3	6	4	-10	4	1.6	0.2	94	7	-2
